GSTO1 counter: blocks human GSTO1 in RBBP9 counter-screen; P78417; recombinant GSTO1, activity-based probe fluorescence polarization; inhibition, % at 5.96 µM; hit rate 1.1% among 300,000;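 active = inhibition above the campaign mean inhibition plus 3 SD, cut at about 35% in these data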;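 also: 0% = GSTO1-1 with DMSO and 100% = wells lacking GSTO1-1 enzyme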
PAFAH1B3 inh: inhibitors of human PAFAH1B3; recombinant PAFAH1B3, FP-rhodamine probe, fluorescence polarization; hit rate 0.28% among 340,000; Q15102; inhibition, % at 3.39 µM;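 active = inhibition above the screen-wide average of all tested compounds plus 3 SD, cut at about 25% in these data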;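 also: 0% = enzyme with DMSO only and 100% = wells lacking PAFAH1B3 protein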
LYPLA2 inh: counter-screen for PME1 inhibitors: inhibitors of human LYPLA2. O95372. inhibition, % at 5.9 µM. recombinant LYPLA2, FP-Rh probe fluorescence polarization. hit rate 0.38% among 320,000;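 active = inhibition above the screen-wide mean plus 3 SD, limit set per campaign, cut at about 26% in these data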;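 also: 0% = LYPLA2 with DMSO and 100% = wells lacking LYPLA2 enzyme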
PAFAH2 FP inh: inhibitors of human PAFAH2; inhibition, % at 3.39 µM; hit rate 0.99% among 340,000; recombinant PAFAH2, FP-rhodamine activity probe, fluorescence polarization; Q99487;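 active = inhibition above the mean over all tested compounds plus 3 SD, cut at about 30% in these data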;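 also: inhibitors block probe labeling of enzyme so polarization drops; 0% = enzyme with DMSO and 100% = wells lacking PAFAH2 protein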
PREPL inhibitor: human PREPL enzyme inhibition | recombinant PREPL, fluorescence polarization activity-based probe | inhibition, % at 5.96 µM | hit rate 0.68% among 320,000 | AID 2751; in the data active = inhibition above about 43%;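 also: 0% = enzyme with DMSO and 100% = wells lacking enzyme; many of its hits are not listed in these tables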
Target sequence (Q4J6C6 whole entry, looked up): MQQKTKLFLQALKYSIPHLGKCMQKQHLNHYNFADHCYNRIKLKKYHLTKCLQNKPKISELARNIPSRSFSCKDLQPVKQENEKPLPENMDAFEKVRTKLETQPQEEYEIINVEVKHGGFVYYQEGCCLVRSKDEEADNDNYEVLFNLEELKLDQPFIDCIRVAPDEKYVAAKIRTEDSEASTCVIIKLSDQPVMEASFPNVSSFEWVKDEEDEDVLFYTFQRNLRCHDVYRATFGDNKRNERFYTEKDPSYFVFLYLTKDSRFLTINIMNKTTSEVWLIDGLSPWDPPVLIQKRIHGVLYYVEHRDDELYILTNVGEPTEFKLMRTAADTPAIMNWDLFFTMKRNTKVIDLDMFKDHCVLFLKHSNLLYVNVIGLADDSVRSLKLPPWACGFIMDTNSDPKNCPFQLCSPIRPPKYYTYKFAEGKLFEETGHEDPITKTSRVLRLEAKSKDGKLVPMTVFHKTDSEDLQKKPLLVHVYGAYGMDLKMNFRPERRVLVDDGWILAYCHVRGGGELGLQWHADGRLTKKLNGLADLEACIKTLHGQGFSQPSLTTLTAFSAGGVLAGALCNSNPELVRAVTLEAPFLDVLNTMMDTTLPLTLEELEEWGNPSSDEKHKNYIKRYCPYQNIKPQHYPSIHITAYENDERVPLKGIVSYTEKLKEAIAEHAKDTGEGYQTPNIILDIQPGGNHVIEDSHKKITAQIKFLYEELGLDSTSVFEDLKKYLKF
EBNA-1 inhibitor: blocks EBNA-1 binding to DNA. inhibition, % at 14.8 µM. EBNA-1 DNA binding, fluorescence polarization. hit rate 0.34% among 300,000. AID 1950; in the data active = inhibition above about 28%
ZTA DNA inh: blocks Epstein-Barr virus ZTA, an EBNA-1 counter-screen | ZTA-DNA binding, fluorescence polarization | hit rate 0.15% among 320,000 | P03206 | AID 2234 | inhibition, % at 11 µM; in the data active = inhibition above about 33%
Target sequence (P03206 whole entry, looked up): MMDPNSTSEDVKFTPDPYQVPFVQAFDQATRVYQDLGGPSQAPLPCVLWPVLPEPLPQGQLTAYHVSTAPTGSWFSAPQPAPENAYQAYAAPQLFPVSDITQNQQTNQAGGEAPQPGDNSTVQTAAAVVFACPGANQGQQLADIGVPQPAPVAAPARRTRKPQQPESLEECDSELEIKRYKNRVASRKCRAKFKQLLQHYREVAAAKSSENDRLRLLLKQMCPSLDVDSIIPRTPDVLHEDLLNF
PAD4 FP inh: PAD4 (human) enzyme inhibition. AID 485272. recombinant PAD4, RCA probe fluorescence polarization. Q9UM07. inhibition, % at 6.36 µM. hit rate 0.41% among 330,000;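 active = percent inhibition above a cutoff equal to the mean of all tested compounds plus 3 SD, cut at about 15% in these data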;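 also: 0% = PAD4 with RCA probe and DMSO and 100% = probe without PAD4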
LYPLA1 counter: blocks human lysophospholipase 1, a PME1 counter-screen; O75608; recombinant LYPLA1, FP-Rh probe fluorescence polarization; inhibition, % at 5.9 µM; hit rate 0.16% among 320,000; AID 2174;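 active = inhibition above the mean of all tested compounds plus 3 SD, set per campaign, cut at about 14% in these data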;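 also: inhibitors block serine hydrolase probe labeling of LYPLA1 so polarization falls; 0% = enzyme with DMSO and 100% = wells lacking LYPLA1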
* marks the source's active call; other numbers are inactive results; . = not tested or not shown.

Values run as follows: GSTO1 counter | PAFAH1B3 inh | LYPLA2 inh | PAFAH2 FP inh | PREPL inhibitor | EBNA-1 inhibitor | ZTA DNA inh | PAD4 FP inh | LYPLA1 counter
- O=C(CN1CCCCC1)c1ccc2c(c1)OCO2
    -2 | 1 | -1 | 0 | 8 | 8 | -4 | 3 | 2
- CN(C)C(CNC(=O)Cc1c(Cl)cccc1Cl)c1ccccc1 (configuration not stated)
    6 | -1 | 11 | -3 | 8 | -18 | -5 | -4 | 2
- CCN1C(=O)/C(=C/c2ccc3c(c2)CCN3CCCCl)C(=O)NC1=S
    56* | -5 | 3 | 16 | 11 | 7 | 5 | -5 | -4
- C=CCn1c(O)c(C(CC)=NCCCO)c(=O)[nH]c1=O
    3 | 5 | 12 | -6 | 25 | 3 | 12 | 6 | 1
- CC(C)N1C(=O)CCC1C(=O)N1CCC2(CC1)OCCO2 (configuration not stated)
    9 | 2 | -3 | 8 | 7 | -3 | 0 | -5 | 0
- CCN(CC)c1ccc(CN2CC=C(c3ccc(F)cc3)CC2)cc1
    -4 | 5 | -3 | -6 | 46* | 4 | 5 | 2 | -1
- COc1ccc(-n2c(O)c(/C(C)=N/Nc3ccccc3)c(=O)[nH]c2=O)cc1
    10 | 4 | -1 | -6 | 4 | -2 | 6 | 2 | 0
- Cc1ccccc1-c1nc2ccccc2c(=O)n1C
    7 | 15 | 2 | 1 | -1 | -14 | -14 | 5 | 1
- CCOc1cc2c(cc1OCC)-n1cccc1C(c1ccc(C(C)C)cc1)NC2 (configuration not stated)
    10 | 9 | -4 | 1 | 7 | -10 | -5 | -2 | 0
- Cn1ccnc1P(=S)(c1nccn1C)c1nccn1C
    17 | 12 | -1 | 9 | 0 | 1 | -15 | 5 | 4
- O=[N+]([O-])c1ccc(Nc2ccccc2)cc1
    2 | -8 | 16 | -1 | -25 | 11 | -4 | -4 | 0
- CCCOC(=O)C1C2c3ccccc3C(c3ccccc32)C1C(=O)O (configuration not stated)
    4 | 7 | 1 | 0 | 16 | -14 | -7 | -8 | -1
- Cc1ccsc1C(=O)C1CCCN(CCO)C1 (configuration not stated)
    -2 | 1 | -3 | -5 | 2 | -2 | 15 | -8 | 2
- COc1ccccc1-n1c(CNCC2CCCO2)nc2ccccc2c1=O (configuration not stated)
    -1 | 8 | 7 | 3 | -3 | 4 | 5 | -1 | 0
- O=S(=O)(c1ccc(Cl)cc1Cl)N1CCCC1c1cccnc1 (configuration not stated)
    2 | 3 | -2 | -3 | -6 | 10 | 0 | 0 | -2

Some entries already given, reduced to PAD4 FP inh:
| mol | PAD4 FP inh |
| --- | --- |
| O=C(CN1CCCCC1)c1ccc2c(c1)OCO2 | 3 |
| CN(C)C(CNC(=O)Cc1c(Cl)cccc1Cl)c1ccccc1 (configuration not stated) | -4 |

More compounds.
Values run as follows: GSTO1 counter | PAFAH1B3 inh | LYPLA2 inh | PAFAH2 FP inh | PREPL inhibitor | EBNA-1 inhibitor | ZTA DNA inh | PAD4 FP inh | LYPLA1 counter
- Clc1ccc(C(c2ccc(Cl)cc2)n2cc[n+](CC(OCc3ccc(Cl)cc3Cl)c3ccc(Cl)cc3Cl)c2)cc1 (configuration not stated)
    -9 | 2 | 32* | 3 | -2 | 15 | -19 | -1 | 22*
- O=C(CN1CCN(C(=O)COc2cccc(F)c2)CC1)Nc1ccc(Cl)c(C(F)(F)F)c1
    . | 7 | 13 | 6 | 19 | . | 0 | 3 | 1
- O=C(CN1CCN(Cc2cccc(Cl)c2)C1=O)N1CCC2(CC1)OCCO2
    2 | 3 | 0 | 0 | 15 | 0 | -13 | 6 | 0
- Cc1cc(C(=O)N2CCC3(CC2)OCCO3)no1
    6 | 8 | 0 | 0 | 21 | 4 | 2 | -8 | 1
- C=C(c1ccccc1)P(=O)(O)O
    6 | 9 | -5 | -2 | 16 | -4 | 8 | 2 | -3
- Cc1ccc(C(O)P(=O)(Oc2ccccc2)Oc2ccccc2)cc1 (configuration not stated)
    10 | 8 | 8 | 20 | 5 | 0 | -8 | 4 | 2
- CCOC(=O)c1c(C)n(COCCO)c2ccc(O)cc12
    1 | 5 | 2 | 1 | 9 | -6 | 14 | 0 | 0
- N=Cc1c(O)n(-c2ccccc2)c(=O)n(-c2ccccc2)c1=O
    -1 | 1 | 1 | -11 | -9 | -2 | 10 | -10 | 2
- CCOc1c(Cl)cc(CNC(C)C(O)c2ccccc2)cc1OC (configuration not stated)
    -2 | 1 | 3 | -2 | -20 | -1 | -7 | -7 | 2
- C=CCOC(=O)C1=C(C)OC(N)=C(C(=O)OCC)C12C(=O)N(CC(N)=O)c1ccccc12 (configuration not stated)
    7 | 10 | -7 | -1 | 20 | 7 | -11 | 3 | 0
- Cc1cc(OCC(=O)NC(Cc2ccc(Cl)cc2)C(=O)O)c2c3c(c(=O)oc2c1)CCC3 (configuration not stated)
    -45 | 7 | 0 | 18 | 1 | 1 | 2 | 3 | -2
- COc1cccc(C(=O)C2CCCN(Cc3ccc(F)cc3)C2)c1 (configuration not stated)
    -1 | 5 | 4 | 4 | -10 | -2 | 4 | -7 | 1
- CC1CN(O)C2CCc3nonc3C12O (configuration not stated)
    7 | -1 | 2 | -2 | 2 | 5 | -18 | -5 | 1
- O=C(Cn1ncc2ccccc21)N1CCC2(CC1)OCCO2
    -3 | 1 | 7 | -2 | 1 | 4 | 9 | 7 | 1
- COc1ccc(OCC(=O)N2CCN(C3CCC(c4ccccc4)CC3)CC2)cc1 (configuration not stated)
    -4 | 6 | 8 | -1 | 6 | 5 | -15 | -2 | 5

Retrieved by structure from the list above (2):
Values run as follows: GSTO1 counter | PAFAH1B3 inh | LYPLA2 inh | PAFAH2 FP inh | PREPL inhibitor | EBNA-1 inhibitor | ZTA DNA inh | PAD4 FP inh | LYPLA1 counter
- COc1cccc(C(=O)C2CCCN(Cc3ccc(F)cc3)C2)c1 (configuration not stated)
    -1 | 5 | 4 | 4 | -10 | -2 | 4 | -7 | 1
- O=C(CN1CCCCC1)c1ccc2c(c1)OCO2
    -2 | 1 | -1 | 0 | 8 | 8 | -4 | 3 | 2

More compounds.
Values run as follows: GSTO1 counter | PAFAH1B3 inh | LYPLA2 inh | PAFAH2 FP inh | PREPL inhibitor | EBNA-1 inhibitor | ZTA DNA inh | PAD4 FP inh | LYPLA1 counter
- COc1ccccc1/C=N/N=C(/N)N[N+](=O)[O-]
    1 | 5 | 2 | 3 | -6 | 3 | -4 | 16* | -1
- COc1ccc(C2N3CC(C)(C)CN23)cc1 (configuration not stated)
    0 | . | 8 | . | 0 | -2 | 1 | 1 | 3
- COC(=O)C1=C(c2ccc(F)cc2OCc2ccccc2)C[C@@H]2CC[C@H]1N2C(=O)NCc1ccccc1Br
    . | 0 | -6 | 1 | 8 | . | -9 | -1 | 0
- COc1ccc(C(=O)c2nc3ccccc3n2C(C)C)cc1
    3 | 3 | 2 | -5 | 0 | 14 | 14 | -2 | 4
- COC(=O)C1(C(=O)O)Cc2cc([N+](=O)[O-])ccc2N2CCCC21 (configuration not stated)
    -1 | 0 | -21 | 1 | 10 | 11 | 7 | 0 | -2
- OC12Oc3ccccc3C=C1N1CCC2CC1 (configuration not stated)
    3 | 5 | -5 | -5 | -4 | 0 | 2 | -4 | -2
- CCOC(=O)c1c(C)n(Cc2ccccc2)c2ccc(OCC(O)Cn3nc(C)nc3C)cc12 (configuration not stated)
    -4 | 5 | 3 | -1 | 5 | -5 | 13 | -4 | 0
- CC/C(=N\NC(=O)Nc1ccccc1)c1c(O)n(Cc2ccccc2)c(=O)[nH]c1=O
    -8 | . | 0 | . | 0 | 6 | 5 | -6 | -3
- CCCCn1c(=O)c(C(=O)NCc2ccncc2)c(O)c2ccccc21
    20 | 3 | 6 | 5 | 14 | 4 | -19 | 3 | 2
- CC(=O)CCC(C)=O
    . | 5 | 0 | 5 | 11 | . | 1 | 0 | -2
- CC1CCC/C=C/C2CC(O)CC2C(O)/C=C/C(=O)O1 (configuration not stated)
    4 | 10 | -7 | 5 | 0 | 5 | -17 | 4 | -3
- COC(=O)C1=C(c2c(C)noc2C)C[C@@H]2CC[C@H]1N2C(=O)N1CCc2cc(OC)c(OC)cc2C1
    . | -3 | 0 | -2 | 11 | . | 6 | -4 | -1
- Cc1ccccc1N1CCN(Cc2ccc3c(c2)OCO3)CC1
    2 | 10 | 5 | 7 | 0 | -10 | 8 | -1 | 1
- c1ccc2c(NC3=NCCS3)cccc2c1
    5 | 12 | 1 | -2 | 2 | -9 | 2 | -4 | -2
- COC(=O)C1=C(c2cccc(Cl)c2)C[C@@H]2CC[C@H]1N2C(=O)N1CCCC1
    . | 5 | 1 | 4 | 4 | . | 7 | 2 | 2
- Cc1cc(/C=C2\C(=O)NC(=O)N(c3cccc(Br)c3)C2=O)c(C)n1C
    16 | 5 | 5 | 15 | -5 | -4 | -3 | -4 | 5
- CCOC(=O)C1(Cc2ccc(Cl)cc2)CCN(C(C)CCn2cccn2)CC1 (configuration not stated)
    9 | 7 | -4 | 5 | -10 | 3 | -7 | -5 | -3
- CCOc1ccc(CNCCc2ccc3c(c2)OCO3)cc1
    0 | -2 | 4 | 10 | -60 | 5 | -23 | 3 | 1
- O=C(Cn1c(=O)c(C(F)(F)F)nc2ccccc21)N1CCC2(CC1)OCCO2
    6 | 3 | -1 | 1 | 7 | 5 | -20 | 0 | 2
- CCCCn1c(C)c(C(=O)O)c2cc(OC)c3ccccc3c21
    2 | 10 | 3 | 1 | 4 | 6 | -2 | -1 | -1
- CC(=O)N1CC(=O)Nc2ccc(Cl)cc2C1c1ccccc1 (configuration not stated)
    -1 | 4 | -4 | 5 | 8 | -13 | -6 | -1 | 0
- COc1ccccc1OP(=O)(Nc1cccnc1)Oc1ccccc1OC
    -2 | 2 | 5 | -8 | 1 | 6 | 11 | -2 | 2
- COc1ccc2[nH]c3c(c2c1)CCNC3C (configuration not stated)
    9 | 8 | -1 | 11 | 13 | 6 | 8 | 0 | 0
- CCCCn1c(O)c(/C(C)=N/NC(=O)Nc2ccccc2)c(=O)[nH]c1=O
    2 | 6 | -1 | 5 | 3 | -5 | 13 | 1 | 0
- CN(C)C(=O)Oc1c(Cl)cc(Cl)c2cccnc12
    7 | 5 | -1 | 0 | 15 | 3 | -14 | 6 | -1
- O=C1NC(=O)N(c2ccc3c(c2)OCO3)C(=O)/C1=C\c1ccc(N2CCCCC2)o1
    -2 | 4 | -1 | -2 | -1 | -4 | 2 | -4 | -2
- CCN1CCN(S(=O)(=O)c2ccc(Cl)nc2)CC1
    7 | -2 | -1 | 3 | -4 | 5 | 12 | -1 | 4
- O=C(C1CCC(=O)N1Cc1ccc(F)cc1)N1CCC2(CC1)OCCO2 (configuration not stated)
    1 | 8 | -4 | 9 | -2 | 3 | 5 | 4 | 0
- CN(C)CC1CSCCC1(O)c1ccc(C(F)(F)F)cc1 (configuration not stated)
    0 | 0 | -1 | -3 | 10 | -2 | 4 | -8 | 0
- S=C(NCCc1ccccc1)NCCc1cnc[nH]1
    -5 | 4 | 6 | -1 | 6 | -3 | 0 | 4 | 4
- CCOc1cc2c(cc1OCC)-n1cccc1C(c1ccccc1OC)NC2 (configuration not stated)
    12 | 0 | 1 | 7 | 7 | -21 | -18 | 0 | -2
- CCOc1ccc(N2C(=O)/C(=C\c3cccs3)C(=O)NC2=S)cc1
    -15 | . | -14 | . | -3 | -6 | 0 | -8 | -7
- CN1C(=O)C(=Cc2ccccc2Oc2ccc(Cl)c(F)c2)C(=O)N(C)C1=O
    6 | 5 | 2 | 9 | -20 | 3 | -4 | 4 | -1
- C=CCn1c(O)c(C=Nc2c(C)n(C)n(-c3ccccc3)c2=O)c(=O)[nH]c1=O
    3 | -1 | 4 | -3 | 1 | 0 | -7 | 3 | 3
- CCCC(C)(COC(N)=O)COC(=O)NC(C)C (configuration not stated)
    -3 | 2 | 0 | -4 | -2 | 14 | 0 | -2 | 2

Not all compounds are listed (hit frequency here may not be typical).
